# Assay outcomes as filed in PubChem.
# sPLA2-III inh: Blocks human group III sPLA2 activity. Q9NZ20. QFRET BODIPY PC-A2 liposome hydrolysis, fluorescence. inhibition, % at 12.2 µM. 0.56% of 370,000 active. AID 743126;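 active = inhibition above mean plus 3 SD of compounds lying within the high and low control bounds, cut at about 19% in these data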;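 also: 0% = median of test compound wells and 100% = no enzyme DMSO wells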
# NPR2 activator: GC-B (human) receptor activation | P20594 | HEK293-GC-B cells, CNP EC30, cGMP TR-FRET; 0% at EC30 CNP, 100% saturating CNP | activation, % at 10 µM | 0.11% of 370,000 active;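 active = activation at 10 µM reaching about 35% in either raw or pattern-adjusted values, limit read from the data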
# DAX1 inh-1: DAX1 (NR0B1) inhibition, primary screen | HEK293T StAR-luciferase reporter, SF-1/DAX-1 repression relief | inhibition, % at 6.8 µM | 1.1% of 370,000 active | AID 652010;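 active = inhibition above the mean over all tested compounds plus 3 SD, cut at about 3.6% in these data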;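 also: 0% = DAX-1 cells with DMSO and 100% = cells lacking DAX-1 with DMSO; higher inhibition means more luminescence from relief of DAX-1 repression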
# NPR1 activator: GC-A (human) enzyme activation; P16066; HEK293 GC-A cells, cGMP TR-FRET, EC30 ANP; 0% at EC30 ANP, 100% saturating ANP; activation, % at 10 µM; 0.14% of 370,000 active; AID 1671463; in the data active = activation above about 40%
# Target sequence (P16066 whole entry, looked up): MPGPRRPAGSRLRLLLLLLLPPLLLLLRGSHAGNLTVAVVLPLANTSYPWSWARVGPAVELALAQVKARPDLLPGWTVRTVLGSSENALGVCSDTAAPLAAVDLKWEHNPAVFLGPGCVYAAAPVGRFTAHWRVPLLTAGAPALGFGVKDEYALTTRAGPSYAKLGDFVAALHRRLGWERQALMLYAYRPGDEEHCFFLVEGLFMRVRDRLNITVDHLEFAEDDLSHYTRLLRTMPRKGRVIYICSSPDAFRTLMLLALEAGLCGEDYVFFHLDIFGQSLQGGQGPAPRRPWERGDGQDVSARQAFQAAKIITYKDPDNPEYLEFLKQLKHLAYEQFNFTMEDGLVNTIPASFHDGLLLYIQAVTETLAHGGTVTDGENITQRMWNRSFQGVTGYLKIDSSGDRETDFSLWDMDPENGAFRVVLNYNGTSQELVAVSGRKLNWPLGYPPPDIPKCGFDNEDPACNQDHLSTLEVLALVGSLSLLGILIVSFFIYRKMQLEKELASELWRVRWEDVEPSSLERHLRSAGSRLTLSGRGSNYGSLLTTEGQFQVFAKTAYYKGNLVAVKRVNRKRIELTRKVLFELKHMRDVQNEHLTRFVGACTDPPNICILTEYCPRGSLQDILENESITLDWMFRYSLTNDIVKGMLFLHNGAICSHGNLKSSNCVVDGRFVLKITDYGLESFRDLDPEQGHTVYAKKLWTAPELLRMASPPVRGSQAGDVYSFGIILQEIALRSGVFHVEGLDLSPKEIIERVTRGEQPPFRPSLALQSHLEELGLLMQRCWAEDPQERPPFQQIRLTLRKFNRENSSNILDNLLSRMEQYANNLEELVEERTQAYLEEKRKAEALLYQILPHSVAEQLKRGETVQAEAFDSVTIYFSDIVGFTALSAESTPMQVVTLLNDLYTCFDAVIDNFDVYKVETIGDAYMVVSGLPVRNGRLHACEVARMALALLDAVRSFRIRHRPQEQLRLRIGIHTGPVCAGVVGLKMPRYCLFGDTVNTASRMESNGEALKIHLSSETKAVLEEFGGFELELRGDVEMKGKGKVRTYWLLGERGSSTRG
# proKLK7 act: proKLK7 (human) activation, primary screen; P49862; 0.9% of 370,000 active; purified proKLK7, EDANS-DABCYL substrate fluorescence; 100% is mature enzyme control, 0% vehicle; activation, % at 7 µM;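 active = activation above the mean of all tested compounds plus 3 SD, computed per campaign excluding outliers beyond control limits, cut at about 13% in these data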
# SMARCA2 act: SMARCA2 function activation, primary screen; MG213 cells, MMTV-luciferase reporter, dexamethasone, overnight; activation, % at 9.1 µM; 1% of 370,000 active; AID 652017; in the data active = activation above about 7.8%;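 also: 0% = vehicle wells and 100% = reference activator wells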
# FXN GAA850 act: frataxin GAA850 promoter activation; HEK293 lucGAA850 FXN promoter luciferase reporter, 24 h; percent of 10 µM SAHA response; 0.56% of 360,000 active; activation, % at 6 µM;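 active = activation above the average of all compounds screened plus 3 SD, cutoff fixed separately per campaign, cut at about 7.5% in these data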;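 also: 0% = DMSO wells and 100% = 10 µM SAHA wells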
# hcDAF-12 act: activates DAF-12 receptor from parasite H. contortus | AID 652067 | HEK293 hcDAF-12 lit1-tk-luc reporter, luminescence; 0% DMSO, 100% Δ7-dafachronic acid | 1.4% of 370,000 active | activation, % at 6.8 µM;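 active = activation above the mean of all tested compounds plus 3 SD, cut at about 5.5% in these data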;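 also: 100% = response to 3 µM Δ7-dafachronic acid high control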
# ssDAF12 agonist: activates DAF-12 receptor from parasite S. stercoralis. 1% of 370,000 active. activation, % at 6.8 µM. HEK293 ssDAF-12/GRIP1 lit1-tk-luc reporter, luminescence; % of 3 µM dafachronic acid response;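 active = activation above the mean over all tested compounds plus 3 SD, cut at about 0.9% in these data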;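 also: 0% = DMSO-only wells and 100% = 3 µM delta7-dafachronic acid wells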
# DAX1 inh-2: inhibitors of human orphan nuclear receptor DAX1 (NR0B1). P51843. HEK293 Gal4-DAX1 luciferase reporter, luminescence. inhibition, % at 6.75 µM. 0.99% of 340,000 active. AID 504766;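 active = inhibition above the mean over all tested compounds plus 3 SD, cut at about 4.2% in these data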;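 also: 0% = DAX1-transfected cells with DMSO and 100% = empty-vector control cells with DMSO; inhibition shows as a rise in luminescence from relieved DAX1 repression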
# hgDAF12 agonist: hgDAF-12 agonism, primary luciferase screen; HEK293 GAL4-hgDAF12 UAS-luciferase reporter, agonist luminescence; normalized to butyrate control; 1.8% of 370,000 active; activation, % at 6.8 µM;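 active = activation above a cutoff set at the mean of all screened compounds plus 3 SD, cut at about 10% in these data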;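 also: 0% = DMSO wells and 100% = sodium butyrate wells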
# Starred values were filed as active, the others as inactive; nt = not tested or not shown.
SMILES,sPLA2-III inh,NPR2 activator,DAX1 inh-1,NPR1 activator,proKLK7 act,SMARCA2 act,FXN GAA850 act,hcDAF-12 act,ssDAF12 agonist,DAX1 inh-2,hgDAF12 agonist
O=C1NC[C@H](Cc2ccc(O)cc2)N(CC2CCCCC2)C1=O,6,-2,-0.2,2,-0.6,1,2.2,-1.2,-1.2,0.3,-1.6
COc1ccc(-n2c(Cc3cccn3C)nnc2SCC(=O)Nc2cc(Cl)ccc2OC)cc1,-29,-4,-0.2,-9,0.2,1,-2.4,-0.4,-0.8,2.2,-2.7
Cc1ccc(C(=O)O/N=C(\N)c2ccccn2)c(C)c1,4,-4,-7.4,6,-0.2,-8,-16,-6.6,-2.7,-5.3,-12
Cc1cc(-c2csc3nc[nH]c(=S)c23)cc(C)c1C,6,2,-1.0,-7,0.9,0,2.3,-1.3,-1.3,-0.4,-0.5
Cc1ccc2cc(/C=N/Nc3nc4ccccc4[nH]3)c(Cl)nc2c1,-6,1,1.8,4,0.1,7.8*,4.9,13*,0.9*,-1.1,11*
CCNC(=O)N(CC)C[C@H]1N[C@@](C)(C(=O)OC)[C@H]2C(=O)N(Cc3ccccc3)C(=O)[C@@H]12,3,1,0.7,1,0.2,-2,0.6,0.5,-0.8,0.6,2.0
C1=CC2(C=C1)OC21CCC2(C=CC3(C2)OC3C2CCCCC2)CC1 (configuration not stated),-4,6,0.8,2,-0.5,2,-0.9,0.3,-0.1,0.7,-1.8
COC(=O)CCCc1nc2ccccc2s1,1,6,-0.2,-2,0.8,2,0.9,-0.4,-1.5,0.0,-3.0
CC(=O)Nc1cc(C)nn1-c1nc(C)cc(C)n1,1,3,0.2,-1,0.4,1,-0.3,0.1,-1.8,1.2,0.3
O=C1c2ccccc2C(O)N1Cc1cccs1 (configuration not stated),2,-2,1.3,0,0.2,-1,2.5,0.1,-1.1,0.9,-1.1
COP(=O)(O)[C@@H](CC(C)C)NC(=O)OCc1ccccc1,4,3,-1.0,-1,-0.2,-1,nt,-2.2,-0.7,nt,2.1
Cc1[nH]nc2c1C(c1ccc(-c3ccc(Cl)cc3)o1)C(C#N)=C(N)O2 (configuration not stated),-10,-2,-0.5,39,0.0,2,5.4,-3.0,-2.2,-1.4,-3.8
CCOc1ccc(CCNC(=O)Cn2nc(C)c3c(C)n(-c4ccccc4)nc3c2=O)cc1,2,0,-0.5,-3,-0.2,-1,1.2,-1.3,-1.4,0.7,1.5
COc1ccccc1Nc1nc(-c2sc(NC(=O)CC(C)C)nc2C)cs1,3,0,-0.4,-1,-0.8,-1,-0.1,-2.4,-1.2,-0.9,0.8
CN(CC(=O)Nc1ccc(F)cc1)C(=O)COC(=O)c1cccc(N(C)C)c1,10,-2,3.5,0,1.0,2,4.0,3.5,0.9,0.6,7.4
Cc1cccc2c1N1C(=O)c3c(C(=O)O)cccc3C1CC2C (configuration not stated),6,0,0.0,-1,-0.1,-3,-1.2,2.1,-1.0,-0.8,0.5
CC(C)C(=O)N1CCC2(CC1)Oc1ccc(F)cc1C(=O)C21CC(c2ccccc2)=NO1 (configuration not stated),-2,-5,-0.5,-1,0.3,1,-6.2,-0.6,-1.5,0.3,0.0
C#CCN(C[C@@H]1[C@@H](OC(=O)NCc2ccccc2)[C@@H](OC(=O)NCc2ccccc2)CN(C(=O)OC(C)C)N1C(=O)OC(C)C)S(=O)(=O)c1ccc(C)cc1,-17,6,0.7,4,0.5,-2,-5.0,1.1,-1.0,1.5,-2.1
Cc1cc(C)c2ccc(/C=N/O)nc2c1O,-33,-1,0.2,-3,0.7,-1,1.7,-1.9,-1.2,0.4,0.5
O=C(CN1C(=O)NC2(CCCCCC2)C1=O)NCCc1ccccc1,2,6,1.3,2,-0.4,0,0.7,1.5,-1.1,0.4,2.7
C(=C\c1ccccc1)/CN1CCN(C(c2cccs2)c2nnnn2Cc2ccccc2)CC1 (configuration not stated),-17,2,-1.4,-3,0.2,-4,nt,-0.2,-1.3,nt,-4.8
CC(=O)Nc1ccc(S(=O)(=O)N2CCC(C(N)=O)(N3CCCCC3)CC2)cc1,0,-3,0.0,3,0.1,6,3.2,-1.0,-0.4,0.7,1.0
CSc1ccc(/C=N/N2CCN(c3ccccc3)CC2)cc1,0,4,-1.0,3,0.6,-2,2.3,-0.5,-1.4,-0.3,0.8
CCCn1nnnc1NC(=O)CSc1ccc(Cl)cc1,4,-2,0.0,-2,-0.7,-1,-1.3,0.2,-1.0,-0.6,-0.3
CCCCNC(=O)CCn1nc(-c2ccc(Cl)cc2)c2ccccc2c1=O,3,-10,-0.9,-10,0.2,-2,-0.7,-2.0,-1.5,-2.6,-2.1
Cc1ccc(O)c(/C=N/NC(=O)Cc2ccc(Cl)cc2)c1,-8,1,-0.7,1,-30,-4,-2.6,-2.6,-1.1,-2.2,-2.9
CN(C[C@H](Cc1ccccc1)N(C[C@H](c1ccccc1)N(CCc1ccccc1)N=O)N=O)N=O,-4,-4,-0.2,-3,-0.3,-2,1.5,-0.6,-1.5,0.1,2.3
COCCCN1C(=O)c2ccc(C(=O)NCCc3ccccc3)cc2C1=O,2,5,0.9,2,0.4,5,5.5,4.5,0.3,2.9,9.9
CC(Oc1ccc(Cl)cc1Cl)c1nc(-c2ccc(NC(=O)c3ccccn3)cc2)no1 (configuration not stated),3,-5,3.4,-2,-0.5,6,6.3,2.8,-0.3,1.3,8.0
COc1cc(/C=C/C(=O)OCC(=O)Nc2ccccc2Cl)cc(OC)c1OC,-6,1,0.3,5,-0.3,-3,2.2,0.7,-1.2,1.9,-0.7
CC(C)c1ccc(NC(=O)N2CCCC2C(=O)Nc2ccc(-n3cnnn3)cc2)cc1 (configuration not stated),-7,-8,0.0,1,0.2,0,2.4,0.0,-1.6,-1.2,2.0
OC1(c2ccc(OC(F)F)cc2)CSC(=Nc2cccnc2)N1C1CC1 (configuration not stated),11,-1,-3.5,3,-0.1,-7,0.0,-5.1,-2.3,-3.7,-8.3
CCN1CCN(c2nc(N(C)c3ccccc3)nc(N)c2[N+](=O)[O-])CC1,6,-4,0.2,2,0.1,-4,2.5,-1.5,-1.2,0.6,-1.1
COc1ccccc1N1CCN(C(=O)C2CC2)CC1,1,-1,0.1,-2,-0.3,1,2.9,0.1,-1.4,nt,0.3
CC(=O)Nc1ccc(NS(=O)(=O)c2ccc(OC(C)C(=O)N3CCOCC3)cc2)cc1 (configuration not stated),1,5,2.3,1,0.1,5,1.1,0.5,-1.2,2.6,1.4
Cc1noc(-c2ccc(Cl)cc2)c1C(=O)O/N=C(\N)c1ccc(C(C)(C)C)cc1,0,0,-0.2,-2,0.3,-1,-2.6,-0.3,-1.5,-0.9,1.5
COc1ccc(Cl)cc1C(=O)O/N=C(\N)c1ccncc1,-1,3,0.2,-2,-0.2,1,4.6,-1.4,-1.2,0.4,0.5
COc1ccc(CC(=O)NNC(=O)[C@@H]2CCCC[C@@H]2C(=O)O)cc1,0,1,0.8,3,0.3,-3,-1.5,1.1,-0.8,1.7,-0.9
COc1ccc(C(C)=O)cc1CSc1nc2ccccc2o1,1,-11,-0.2,-4,-0.6,0,-0.4,-1.4,-1.4,0.2,-0.4
CCOc1ccc(N2CC(O)=C(c3nc4ccccc4c(=O)[nH]3)C2=N)cc1,0,1,-0.8,1,0.2,0,-1.4,-0.4,-0.6,0.9,-1.1
Cc1ccc(NC(=O)/C=C/c2cccs2)c([N+](=O)[O-])c1,3,-9,0.7,-1,-0.1,4,-1.3,6.8*,-0.6,2.0,14*
COc1cccc(C(=O)N(c2ccc(C)cc2)C2C=CS(=O)(=O)C2)c1 (configuration not stated),0,-17,-0.8,-24,0.4,7.9*,-0.8,-1.4,-1.1,0.3,-1.2
CCC(C)(C(=O)NC1CCCC1)N(Cc1cccs1)C(=O)c1ccccn1 (configuration not stated),0,-9,-0.6,-9,0.0,-4,-0.7,-0.3,-1.1,-0.6,0.4
Cc1ccc(NC(=O)CCNS(=O)(=O)c2cccc3nonc23)cc1,-3,-2,0.1,1,0.1,3,0.3,-0.8,-1.1,0.3,-1.4
Fc1ccc(-c2ccc(-c3nn4c(-c5ccco5)nnc4s3)o2)cc1,0,-3,-0.4,4,0.0,2,2.6,-0.4,-1.2,0.3,-0.9
CCOC(=O)c1c(NC(C)=O)sc2c(O)c(CN3CCN(CC)CC3)ccc12,9,-1,0.9,-6,0.1,-1,0.6,2.0,-0.6,0.2,1.2
O=C(Nc1ccccc1F)c1ccc(C(=O)c2ccccc2)cc1,-5,0,4.7*,1,0.4,4,5.6,2.8,-1.0,0.9,12*
O=C(Nc1ccc(F)cc1)C1CCCN1S(=O)(=O)c1cccc2nsnc12 (configuration not stated),9,2,0.1,-6,0.4,-1,0.1,0.6,-0.4,-0.4,1.3
O=C(NCC1CC1)NC(=O)c1ccccc1F,-2,0,2.4,-1,-0.2,-4,nt,0.5,0.0,nt,3.8
CCn1c(=O)n(CC(=O)N2CCC(C)CC2)c(=O)c2ccccc21,1,1,-0.2,4,-0.6,-3,nt,-0.6,-1.7,nt,1.3
O=C(NC1CCCC1)N[C@@H]1C=C[C@@H](CC(=O)N2CCOCC2)O[C@@H]1CO,3,4,0.0,5,0.7,-2,nt,1.3,-0.7,nt,-0.9
CCCc1c(C(=O)OCC)sc(N)c1C#N,3,-3,0.1,-1,0.3,-1,2.5,0.3,-1.4,1.6,-2.5
Cc1cc(C)n2nc(C(=O)OCC(=O)Nc3ccc4c(c3)OC(F)(F)O4)nc2n1,8,-3,-0.6,-2,0.2,-1,1.7,-0.3,-0.9,-0.8,-1.1
C/C(CC(=O)Nc1ccc(C)c(Cl)c1)=N\NC(=O)c1ccccn1,-23,3,3.3,2,-0.9,4,3.8,4.9,-0.1,-0.9,14*
COc1ccc(C(=O)NC(=S)NCc2cccnc2)cc1[N+](=O)[O-],10,-6,-1.1,-2,-0.6,-2,1.7,0.1,-1.3,-0.2,1.2
COc1ccc2[nH]c(=O)c(CNc3ccc(C)cc3C)cc2c1,1,-3,0.8,4,8.8,-5,4.7,1.9,-2.0,0.3,1.3
CC1CC(C)CN(CCCNC(=O)CN2C(=O)CSc3ccc(S(=O)(=O)N4CCCCC4)cc32)C1 (configuration not stated),-10,1,3.6*,-2,0.1,-2,2.0,2.4,-1.4,0.9,0.9
CC(C)(C)C(=O)Nc1ccccc1N1CCN(C(=O)c2ccc(Cl)cc2)CC1,-4,2,-1.0,3,0.2,-5,-0.7,-2.6,-1.5,-1.6,-1.9

# Individual results from above.
# CC(C)(C)C(=O)Nc1ccccc1N1CCN(C(=O)c2ccc(Cl)cc2)CC1 in SMARCA2 act reads -5
# Cc1cc(C)n2nc(C(=O)OCC(=O)Nc3ccc4c(c3)OC(F)(F)O4)nc2n1 in DAX1 inh-1 reads -0.6
